Screening results deposited in PubChem by several laboratories.
CRFBP-R2 agonist – agonists of human CRF-binding protein/CRF-R2 receptor complex | HEK293 CRF-R2/CRF-BP, calcium dye fluorescence (FLIPR); percent of saturating CRF peptide response | 350,000 tested, 0.46% active | AID 588473 | activation, % at 13.2 µM;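 active = activation of at least 50%, plus an integration ratio under a set limit after plate pattern correction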;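 also: plate controls were neutral control wells without compound for no effect and CRF at EC100 for full effect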
MEKK2 mut-MEK5 – signal of MEK5 binding to mutant human MEKK2 PB1 domain; AID 1530; percent response, % at 10 µM; bead flow cytometry, Alexa488-MEK5 binding to MEKK2 mutant; 290,000 tested, 0.35% active; in the data active = percent response above about 24%, passing the limit was not always enough; also: inactives centre near 1; some results filed as inactive read as strong as hits
NS3 helicase inh – blocks Hepatitis C virus NS3 helicase unwinding; NS3 helicase DNA unwinding, Cy5 molecular beacon fluorescence; 290,000 tested, 0.56% active; AID 1800; inhibition, % at 10.9 µM;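 active = inhibition above the mean of all tested compounds plus 3 SD, set per campaign, cut at about 35% in these data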;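 also: 0% = DMSO wells and 100% = thioflavine S control wells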
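Control set: DMSO versus 110 µM thioflavine S; Material: NS3 helicase fragment of HCV; Measured by: Cy5 fluorescence at 0 and 60 min, beacon hairpin quenching; Read-out basis: percent inhibition from t60/t0 fluorescence ratio; Times: reaction time 60 min, 25 °C; Repeats: single replicate; Compound dosing: single dose, 10.9 µM nominal final, DMSO 0.8% final.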
DNA FID counter – fluorescent intercalator displacement, NS3 helicase counter-screen | DNA fluorescent intercalator displacement, fluorescence | inhibition, % at 7.9 µM | 290,000 tested, 0.17% active | AID 1845; in the data active = inhibition above about 37%;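 also: 0% = vehicle and 100% = reference compound; higher means more ethidium bromide displaced from hairpin DNA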
MEKK2 WT-MEK5 – raises or lowers MEK5 binding to wildtype human MEKK2 PB1 domain; Q9Y2U5; bead flow cytometry, Alexa488-MEK5 binding to MEKK2 WT; actives lie on both sides; binding response (% of control), % at 10 µM; 290,000 tested, 1.1% active; in the data active = binding response below about 67% or above about 130%
GalR3 antagonist – human GalR3 antagonism; 360,000 tested, 0.44% active; HEK293 GalR3-CNG cAMP membrane potential fluorescence; galR3 body fused to GalR1 C-terminus; inhibition, % at 3 µM; O60755;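 active = inhibition above the screen-wide average plus 3 SD, cut at about 13% in these data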;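 also: forskolin and galanin both at EC90 stimulate the cells; cAMP rise reported by CNG channel membrane potential dye signal; 0% = forskolin plus galanin with DMSO and 100% = forskolin alone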
Target sequence (O60755 1-299 limits assumed): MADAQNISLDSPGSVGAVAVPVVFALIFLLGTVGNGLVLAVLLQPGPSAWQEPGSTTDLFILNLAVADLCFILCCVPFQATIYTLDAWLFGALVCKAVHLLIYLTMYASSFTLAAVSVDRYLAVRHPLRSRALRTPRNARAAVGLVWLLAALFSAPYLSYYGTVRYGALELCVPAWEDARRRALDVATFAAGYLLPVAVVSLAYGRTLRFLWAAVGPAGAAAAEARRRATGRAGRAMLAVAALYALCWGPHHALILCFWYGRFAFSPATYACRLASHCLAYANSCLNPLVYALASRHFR
SUMO HTRF inh – inhibitors of human SUMOylation (UBC9). P63279. 290,000 tested, 0.36% active. inhibition, % at 35 µM. HTRF SUMOylation assay, SAE1/SAE2 + UBC9, in vitro; in the data active = inhibition above about 50%, passing the limit was not always enough; also: strong numbers were not always called active
CRFBP-R2 block – antagonists of CRF-binding protein/CRF-R2 receptor complex; inhibition, % at 11.8 µM; 350,000 tested, 0.59% active; HEK293 CRF-R2/CRF-BP, CRF-induced calcium fluorescence;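 active = inhibition of the ligand-induced calcium signal above about 50% at the single tested concentration, limit read from the data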
MEKK3 PB1 HTS – MEKK3-MEK5 PB1 interaction, increase or decrease; Q99759; bead-based flow cytometry, Alexa488-MEK5 binding to MEKK3; actives lie on both sides; 0 = blocked by unlabeled MEK5, 100 = vehicle; binding response (% of control), % at 10 µM; 290,000 tested, 1.4% active;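 active = binding response more than 3 SD above or below the average of its plate-row segment, actives on both sides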;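 also: Alexa488 bead fluorescence after subtracting the streptavidin-only scavenger bead signal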
Target sequence (Q99759 whole entry, looked up): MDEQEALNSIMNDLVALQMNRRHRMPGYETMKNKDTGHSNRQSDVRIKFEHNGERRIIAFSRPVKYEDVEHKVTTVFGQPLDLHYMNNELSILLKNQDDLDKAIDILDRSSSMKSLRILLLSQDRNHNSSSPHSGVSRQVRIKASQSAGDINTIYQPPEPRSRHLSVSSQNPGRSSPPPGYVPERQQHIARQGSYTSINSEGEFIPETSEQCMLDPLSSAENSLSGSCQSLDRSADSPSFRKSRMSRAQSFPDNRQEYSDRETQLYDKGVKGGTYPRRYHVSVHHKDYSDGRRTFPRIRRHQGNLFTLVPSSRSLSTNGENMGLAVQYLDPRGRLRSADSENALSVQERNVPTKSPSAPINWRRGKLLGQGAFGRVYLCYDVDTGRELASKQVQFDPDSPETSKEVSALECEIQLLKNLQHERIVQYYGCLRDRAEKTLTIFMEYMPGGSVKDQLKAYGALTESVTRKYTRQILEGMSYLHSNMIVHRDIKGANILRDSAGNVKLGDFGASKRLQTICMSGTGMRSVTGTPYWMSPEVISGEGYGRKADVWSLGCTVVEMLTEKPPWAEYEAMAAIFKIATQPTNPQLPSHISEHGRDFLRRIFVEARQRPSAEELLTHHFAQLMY
Starred values were filed as active, the others as inactive; . = not tested or not shown. Only part of the results is shown; the hit share may differ from the screen's.

SMILES	CRFBP-R2 agonist	MEKK2 mut-MEK5	NS3 helicase inh	DNA FID counter	MEKK2 WT-MEK5	GalR3 antagonist	SUMO HTRF inh	CRFBP-R2 block	MEKK3 PB1 HTS
COc1ccc(OC)c(-n2c(-c3ccccc3)n[nH]c2=S)c1	-0.2	-2	-2	-16	100	0	3	17	98
COCCN1Cc2cccc(C(=O)N3CCN(c4cc(C)ccc4C)CC3)c2C1=O	1.4	6	0	-38	102	.	18	1	103
NS(=O)(=O)c1cccc(NC(=O)CCSc2ccc(Cl)cc2)c1	-0.8	-2	1	2	96	-1	-4	19	100
O=c1c(-c2ccc(Br)cc2)coc2c(CN3CCCCC3)c(O)ccc12	-1.3	2	-22	1	103	-4	37	-1	100
CCOP(=O)(OCC)/C(=N/OC(=O)c1ccc(OC)cc1)C(N)=O	1.8	4	2	3	100	-5	7	12	102
COc1ccc(-n2c(=O)c3ccccc3n(CC(=O)NC3CCCC3)c2=O)cc1	-2.3	4	6	-4	100	-3	18	2	100
CCOC(=O)c1c(C)nc(C(Cl)(Cl)Cl)nc1N	0.2	-3	9	-1	98	-6	-16	1	98
Cc1c(-c2cccc(Cl)c2)nc2ccccc2c1C(=O)OC/C(O)=C(\C#N)c1nc2ccccc2[nH]1	9.9	-6	-5	-4	93	6	37	-21	104
COc1ccc(C)cc1-n1nnnc1SCC(=O)Nc1cccnc1Cl	0.9	-1	-18	-9	95	-4	7	3	99
Cc1c(CC(=O)N2CCN(C(=O)C3COc4ccccc4O3)CC2)c(=O)oc2cc(O)ccc12 (stereo not drawn)	3.1	1	8	-43	102	-1	43	4	102
O=C(NCCc1ccccc1)C1CCN(C(=O)NCc2ccccc2)CC1	-0.4	-1	-5	-4	96	-4	-9	13	90
COc1ccc(CN(C(=O)CNC(=O)c2ccco2)C(C(=O)NCC2CCCO2)c2ccccc2)cc1 (stereo not drawn)	0.6	-4	0	-31	97	-11	0	1	101
O=S(=O)(NCC1OCCc2ccccc21)c1ccccc1 (stereo not drawn)	-1.9	-5	-3	-8	94	-2	-3	-4	97
Cc1cccc2c1-c1sc(C(=O)N3CCc4ccccc4C3)cc1CO2	2.4	-6	3	-2	95	4	7	3	99
CCOc1ccc(/C(O)=C2/C(=O)C(=O)N(c3ncccn3)C2c2ccccc2)cc1 (stereo not drawn)	1.8	-2	-5	-28	98	-5	16	1	101
COc1ccc(S(=O)(=O)N(C)CC(=O)N2CCC(C(N)=O)CC2)cc1Cl	-1.1	7	3	1	103	-5	24	-2	107
COc1ccc(C(=S)N2CCOCC2)cc1OS(=O)(=O)c1ccccc1[N+](=O)[O-]	-2.3	-1	1	1	100	-5	-5	-33	104
COC(=O)Cc1ccc(NC(=O)c2ccc(C)c(C)c2)cc1	2.0	-1	1	-12	96	-6	8	26	97
Cc1ccc(N2C(=O)CC(C)(C)CC2=O)cc1Cl	-1.3	4	0	-2	105	-8	21	8	106
CNS(=O)(=O)c1ccc(NC(=O)c2ccccn2)cc1	-1.9	-1	2	3	97	0	13	2	95
Cc1cccc(NS(=O)(=O)c2csc(C(N)=O)c2)c1	0.3	0	-18	-3	97	-8	6	1	104
COc1ccc(/C=N\NC(=S)SCN2C(=O)C3CCC(C)(C2=O)C3(C)C)cc1 (stereo not drawn)	-1.8	1	-10	-24	97	5	.	-21	100
CC(C)OC(=O)c1cc(C(=O)c2cc(F)ccc2O)coc1=N	-0.3	1	7	-6	90	-4	-3	-20	91
CC(=O)Nc1cccc(-n2nnc(SCC(=O)c3ccccc3)n2)c1	-4.0	27	4	-10	131	-1	17	-3	129*
COc1cc(OC)c(-c2nc3c[n+](CC(=O)c4ccccc4)ccc3n2C)cc1OC	0.7	.	-66	33	.	-4	-6	-4	.
Cc1nnc(SCC(=O)Nc2ccc(N3CCOCC3)cc2)o1	-3.4	2	5	-3	117	1	4	12	112
Fc1cccc(CSc2nnc3c(n2)[nH]c2ccccc23)c1	1.9	0	-5	-3	99	2	18	-12	98
Cc1c(Cl)c(C(=O)N2CCCc3ccccc32)nn1C	-2.8	-2	0	-8	98	0	-4	37	96
CC(C)n1c(N2CCN(S(=O)(=O)c3cccc([N+](=O)[O-])c3)CC2)nc2ccccc21	-4.2	-1	-9	-35	101	-12	1	-11	102
CCc1cccc(C)c1NC(=O)COC(=O)c1ccc2c(c1)S(=O)(=O)c1ccccc1C2=O	-3.2	-2	0	5	96	-4	10	15	97
O=C(O)c1sccc1Oc1ccc(NS(=O)(=O)c2cccc(F)c2)cc1	-0.7	2	10	-16	104	-11	12	-4	108
CCn1cc(CNC(=O)CCc2nnc(CCC3CCCCC3)o2)cn1	1.9	-7	-4	-17	94	-6	16	-4	101
O=c1c2c3nc4ccccc4nc3n(-c3ccc4c(c3)OCCO4)c2ncn1C1CCCC1	2.5	.	.	.	.	-4	-2	36	.
N/C(=N\OC(=O)c1ccc(F)cc1)c1ccccc1	-2.1	.	-1	-5	.	-6	0	4	.
OCCCc1cn(CC2CCCCC2)nn1	5.3	-4	-9	-5	95	-5	9	3	96
COc1cccc(C2C(C(=O)c3cccs3)=C(O)C(=O)N2c2cc(C)on2)c1 (stereo not drawn)	0.6	10	12	-5	109	-3	21	-8	108
CCOc1cc(NC(=S)NCC2CCCO2)c(OCC)cc1NC(=O)c1ccc(F)cc1 (stereo not drawn)	-2.3	-12	-10	-16	89	-4	20	17	96
O=C(/C=C/c1cccc2ccccc12)NCCC1=CCCCC1	0.6	.	-2	-9	.	-5	13	-2	.
CC(C)(C)n1nnnc1C(c1cccs1)N1CCN(C(=O)c2ccco2)CC1 (stereo not drawn)	-1.4	-1	7	-24	94	-2	12	5	101
Cc1ccc(-c2nnn(CC(=O)N(c3ccc(F)cc3)C(C(=O)NC3CCCC3)c3ccco3)n2)o1 (stereo not drawn)	-2.9	6	10	-5	105	.	34	9	99
CC(NC(=O)c1cccs1)C(c1cccs1)N1CCOCC1 (stereo not drawn)	0.0	1	3	-2	103	3	-9	-6	97
COc1ccc(NC(=O)c2noc3c2CCC3)cc1	-1.0	0	11	-6	97	-7	21	-5	94
C=CCN(CC=C)S(=O)(=O)c1ccc(NC(=S)NC(=O)/C=C/c2ccc(C)cc2)cc1	1.9	-7	0	-5	97	-3	-10	17	100
COc1ccccc1/C=C/C=N/NC(=O)c1cc(-c2ccco2)[nH]n1	1.9	-9	26	-28	92	-3	55	-20	94
COc1cc2c(cc1OC)CN(C(C)C(=O)N1CCc3ccccc31)CC2 (stereo not drawn)	0.1	7	-2	-3	106	0	13	0	100
Cc1ccc(C(=O)Nc2ccc(N3CCOCC3)cc2)cc1	-1.0	-1	-6	-7	98	-1	13	7	99
O=C(COc1ncnc2ccccc12)Nc1cccc(S(=O)(=O)N2CCOCC2)c1	-1.7	14	4	-1	99	0	4	4	97
N#Cc1ncc(-c2ccc3c(c2)OCCOCCOCCOCCOCCO3)nc1C#N	1.2	-2	-3	-7	106	-9	22	-10	102
Cc1cc2c(cc(C(=O)N3CCC(C(=O)N4CCCC4)CC3)n2Cc2c(F)cccc2Cl)o1	-3.7	8	-5	-35	105	.	19	-19	109
COc1ccc(CNC(=O)[C@@H](C)NC(=O)C2CCN(C(=O)[C@@H](N)CCSC)CC2)cc1	7.0	5	0	-4	103	-4	22	12	100
CC(C)(Oc1ccc(Cl)cc1)C(=O)NCc1ccco1	2.0	-4	21	-29	88	0	14	-5	95
CNc1nc(SC)nc(N(C#N)CC(=O)OC)n1	-1.4	3	1	1	101	-1	16	3	88
COc1ccc(-c2nc(CS(=O)(=O)CC(=O)NCc3cccc(F)c3)c(C)o2)cc1	-7.4	0	3	-28	93	.	3	16	99
CC(=O)n1cc([C@@H]2C=C(C(=O)NCc3ccccc3)O[C@H](OCCCCO)C2)c2ccccc21	1.9	2	1	-23	95	-1	-1	-15	98

Filtered by structure: those above with fluorine.
SMILES	CRFBP-R2 agonist	MEKK2 mut-MEK5	NS3 helicase inh	DNA FID counter	MEKK2 WT-MEK5	GalR3 antagonist	SUMO HTRF inh	CRFBP-R2 block	MEKK3 PB1 HTS
CC(C)OC(=O)c1cc(C(=O)c2cc(F)ccc2O)coc1=N	-0.3	1	7	-6	90	-4	-3	-20	91
Fc1cccc(CSc2nnc3c(n2)[nH]c2ccccc23)c1	1.9	0	-5	-3	99	2	18	-12	98
O=C(O)c1sccc1Oc1ccc(NS(=O)(=O)c2cccc(F)c2)cc1	-0.7	2	10	-16	104	-11	12	-4	108
N/C(=N\OC(=O)c1ccc(F)cc1)c1ccccc1	-2.1	.	-1	-5	.	-6	0	4	.
CCOc1cc(NC(=S)NCC2CCCO2)c(OCC)cc1NC(=O)c1ccc(F)cc1 (stereo not drawn)	-2.3	-12	-10	-16	89	-4	20	17	96
Cc1ccc(-c2nnn(CC(=O)N(c3ccc(F)cc3)C(C(=O)NC3CCCC3)c3ccco3)n2)o1 (stereo not drawn)	-2.9	6	10	-5	105	.	34	9	99
Cc1cc2c(cc(C(=O)N3CCC(C(=O)N4CCCC4)CC3)n2Cc2c(F)cccc2Cl)o1	-3.7	8	-5	-35	105	.	19	-19	109
COc1ccc(-c2nc(CS(=O)(=O)CC(=O)NCc3cccc(F)c3)c(C)o2)cc1	-7.4	0	3	-28	93	.	3	16	99
